ABCG2 inh – ABCG2 efflux pump inhibitors, primary screen, multiplex with ABCB1, IgMXP3 cells, flow cytometry | Broad substrate specificity ATP-binding cassette transporter ABCG2 (Homo sapiens), Q9UNQ0 | JC-1 efflux | inhibition, % at 6.6 µM | 0.1% of 190,000 active | AID 1325, 2008;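 active means inhibition above 80%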;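 further: 0% = DMSO and 100% = nicardipine control wells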
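Read-out basis: Efflux inhibition in percent versus controls | Test system: ABCG2 IgMXP3 and barcoded ABCB1 CCRF-Adr cell mix | Quantity: 3 million cells/mL in well | Schedule: 10 min at 25 °C | Control set: Nicardipine as high control, DMSO as low control | Reagent: JC-1 as fluorescent efflux pump substrate | Signal: Flow cytometry of retained JC-1 fluorescence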
Cdc42 wt – modulators of GTP binding to wildtype Cdc42, primary screen, biochemical, multiplex bead flow cytometry, Bodipy-GTP; 0.2% of 190,000 active; percent activity (GTP binding), % at 10 µM; AID 761, 2007; GST-Cdc42 beads; actives lie on both sides; Cell division control protein 42 homolog (Homo sapiens), P60953;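 active means percent activity GTP binding at least 20 points away from the 100% baseline, either down as inhibitor or up as activator; inconclusive means compound flagged as likely green fluorescent from well-wide comparison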;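 further: median bead fluorescence of bound Bodipy-FL-GTP at 100 nM; 0% = excess unlabeled GTP control and 100% = no compound control; below 100% means less GTP binding so inhibitor and above means activator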
Target sequence (P60953 whole entry, looked up): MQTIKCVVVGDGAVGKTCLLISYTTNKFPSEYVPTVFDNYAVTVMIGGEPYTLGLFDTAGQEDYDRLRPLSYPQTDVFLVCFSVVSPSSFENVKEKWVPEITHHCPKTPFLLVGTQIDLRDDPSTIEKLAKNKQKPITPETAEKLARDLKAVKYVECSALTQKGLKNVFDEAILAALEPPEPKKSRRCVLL
HRas wt GTP bind – modulators of GTP binding to HRas wildtype, primary screen, biochemical, bead-based flow cytometry, multiplex; GTPase HRas (Homo sapiens), P01112; GST-Ras wt beads, Bodipy-FL-GTP binding; actives lie on both sides; GTP binding activity, % at 10 µM; 0.14% of 190,000 active;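 active means GTP binding activity at least 20% away from the 100% baseline, either lowered as inhibitor or raised as activator; inconclusive means flagged as likely green fluorescent, judged across all proteins in the well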;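 further: 0% = unlabeled GTP competition control and 100% = no-compound control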
Target sequence (P01112 whole entry, looked up): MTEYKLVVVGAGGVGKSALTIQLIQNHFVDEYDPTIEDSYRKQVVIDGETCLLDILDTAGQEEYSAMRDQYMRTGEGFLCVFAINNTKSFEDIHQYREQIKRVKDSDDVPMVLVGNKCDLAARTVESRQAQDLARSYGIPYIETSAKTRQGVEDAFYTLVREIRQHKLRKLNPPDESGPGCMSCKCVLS
Rab2A wt mod – modulators of GTP binding to Rab2A wildtype, primary screen, biochemical, dog, bead-based flow cytometry, multiplex | 0.19% of 190,000 active | GST-Rab2 wt beads, Bodipy-GTP binding | GTP binding activity, % at 10 µM | AID 760, 2007;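 active means GTP binding activity at least 20 points away from 100%, either lowered or raised; inconclusive means signal likely due to the compound's own green fluorescence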;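 further: 0% = beads with excess unlabeled GTP and 100% = no-compound control corrected for plate trend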
Avidin fluor – green autofluorescence of compounds with avidin beads – biophysical, 488/530 nm, flow cytometry, artefact control, profiling panel; compound fluorescence 488/530 nm; hits give high values; 0.38% of 220,000 active; fluorescence (KMESF) at 10 µM; AID 1775, 2009; in the data active means fluorescence above about 47; further: inactives centre near 10
Rab7 wt GTP bind – modulators of GTP binding to Rab7, primary screen, biochemical, wildtype, multiplex bead flow cytometry; Rab7 GTPase wild type (dog), Bodipy-FL-GTP binding; GST-Rab7 beads, fluorescent GTP binding; actives lie on both sides; untreated = 100%, excess cold GTP = 0%; 0.055% of 190,000 active; AID 758, 2007; GTP binding activity (percent of control), % at 10 µM;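 active means fluorescent GTP binding to Rab7 beads changed by at least 20 points from the 100% baseline, either direction, mostly lower; inconclusive means compound itself probably fluorescent, or too few beads counted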;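 further: median green fluorescence of bound Bodipy-FL-GTP per Rab7 bead population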
Rac1 wt GTP bind – wildtype Rac1 GTP binding modulators, primary screen, biochemical, GST-Rac1 beads, flow cytometry, multiplex; GTP binding activity (% of control), % at 10 µM; fluorescent GTP binding; actives lie on both sides; 0 = cold GTP competed, 100 = untreated; 0.27% of 190,000 active; Ras-related C3 botulinum toxin substrate 1 (Homo sapiens), P63000;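 active means GTP binding activity at least 20 points away from the 100% control level, either lower or higher; inconclusive means compound flagged as likely green fluorescent, judged across all proteins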
ABCB1 block – ABCB1 efflux pump inhibitors, primary screen, cell-based, multiplex, flow cytometry, ABCG2 counter-screen; CCRF-Adr cells, JC-1 efflux; inhibition, % at 6.6 µM; 0.067% of 190,000 active; in the data active means inhibition above about 40%;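 further: 0% = vehicle and 100% = reference inhibitor; higher value means more JC-1 retained so stronger ABCB1 efflux block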
Rac1 mut GTP – GTP binding modulators of activated mutant Rac1, primary screen, biochemical, bead-based flow cytometry, multiplex, fluorescent GTP; Ras-related C3 botulinum toxin substrate 1 (Homo sapiens), P63000; GST-Rac1 activated beads; actives lie on both sides; 100% means binding = to untreated wells; percent activity (GTP binding), % at 10 µM; 0.11% of 190,000 active;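 active means GTP binding at least 20 percentage points away from the 100% baseline, in either direction, so actives lie on both sides; inconclusive means Compound likely fluorescent itself, or too few beads counted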
Pf gamet viab – late stage P. falciparum gametocyte viability inhibitors, primary screen, ATP luminescence, HTS. inhibition, % at 10.9 µM. AID 743093, 2013. 0.065% of 150,000 active. P. falciparum stage V gametocytes, 24 h;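 active means inhibition above the mean plus 3 SD of compounds within the control limits, set per campaign, cut at about 38% in these data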;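 further: 0% = DMSO wells and 100% = medium only without gametocytes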
Mcl1 Noxa PPI – Mcl-1/Noxa binding inhibitors, primary screen, biochemical, TR-FRET, 1536-well; Induced myeloid leukemia cell differentiation protein Mcl-1 (Homo sapiens), Q07820; TR-FRET Mcl-1/Noxa peptide binding, 2 h; inhibition, % at 21.7 µM; 1.5% of 220,000 active; AID 1022, 2008;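 active means compounds that cut the protein-peptide binding signal by more than 50% relative to plate controls in a single-dose test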;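 further: His-tagged Mcl-1 with rhodamine Noxa BH3 peptide and terbium anti-His antibody; 0% = Mcl-1 plus Noxa peptide wells and 100% = peptide-only wells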
Target sequence (Q07820 whole entry, looked up): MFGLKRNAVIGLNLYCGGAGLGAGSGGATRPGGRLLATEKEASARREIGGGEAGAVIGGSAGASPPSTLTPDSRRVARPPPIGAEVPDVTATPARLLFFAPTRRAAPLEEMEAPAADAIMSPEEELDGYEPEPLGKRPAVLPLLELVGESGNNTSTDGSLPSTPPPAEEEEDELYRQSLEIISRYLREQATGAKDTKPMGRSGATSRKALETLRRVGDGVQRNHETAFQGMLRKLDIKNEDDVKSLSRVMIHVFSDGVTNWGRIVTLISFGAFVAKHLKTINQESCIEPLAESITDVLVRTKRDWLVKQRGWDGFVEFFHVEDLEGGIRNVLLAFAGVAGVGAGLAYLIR
* hit, by the source's call; u = inconclusive; x = not tested or not shown.

SMILES	ABCG2 inh	Cdc42 wt	HRas wt GTP bind	Rab2A wt mod	Avidin fluor	Rab7 wt GTP bind	Rac1 wt GTP bind	ABCB1 block	Rac1 mut GTP	Pf gamet viab	Mcl1 Noxa PPI
CCN(c1ccccc1)S(=O)(=O)c1cc(C(=O)O)ccc1C	0.9	101.0	102.0	99.0	40	101.0	102.0	0.0	99.0	x	21.9
CCOC(=O)C1CCCN(C(=S)Nc2cccc(Cl)c2)C1 (stereo not given)	2.7	106.0	97.0	95.0	10	99.0	103.0	-0.5	99.0	0.5	5.9
O=C(CSc1ncnc2c1sc1ccccc12)Nc1ccc(Br)cc1	-3.4	94.0	94.0	95.0	15	97.0	94.0	-0.6	93.0	13.8	-276.2
C/C=C/c1ccc(OCCCCOc2ccc(OC)cc2)c(OC)c1	12.6	97.0	93.0	91.0	15	95.0	92.0	0.9	92.0	-1.1	0.0
S=C(NCc1cccs1)Nc1cccc(Cl)c1Cl	1.9	97.0	99.0	96.0	11	101.0	103.0	0.1	98.0	-15.3	-2.5
CC(=O)Cc1nsc(NC(=O)c2ccc(-c3ccc(Cl)c(Cl)c3)o2)n1	-2.3	92.0	93.0	94.0	27	102.0	94.0	-1.0	91.0	1.4	19.9
O=C(CSc1ccc(-c2cccs2)nn1)N1CCCCC1	6.0	103.0	102.0	100.0	12	100.0	106.0	0.7	99.0	-3.4	15.1
COc1ccc(OC)c(-c2nc(CN3CCCCC3c3cccnc3)c(C)o2)c1 (stereo not given)	0.9	96.0	101.0	98.0	12	102.0	101.0	0.6	95.0	-14.2	1.4
CCC(=O)NC1(C(F)(F)F)C(=O)Nc2c1c(=O)[nH]c(=O)n2Cc1ccco1 (stereo not given)	-0.5	104.0	101.0	103.0	6	99.0	113.0	0.2	104.0	x	-4.0
Cn1c(=O)[nH]c(=O)c2c1nc(NCc1ccccc1)n2CCCc1ccccc1	7.5	104.0	101.0	101.0	8	98.0	110.0	0.7	103.0	-2.0	-0.7
CC(=O)n1nc(-c2cccnc2)nc1NCc1cccs1	6.5	93.0	94.0	95.0	16	96.0	98.0	0.3	97.0	2.3	16.0
Cc1ccc(NS(=O)(=O)c2cc(C(=O)Nc3cccc(N(C)S(C)(=O)=O)c3)ccc2C)c(C)c1	6.1	u	u	u	16	u	u	-0.1	u	7.8	5.9
N#CC1=C(N)Oc2n[nH]c(-c3cccs3)c2C1c1ccsc1 (stereo not given)	-2.2	101.0	101.0	101.0	6	103.0	102.0	-1.4	99.0	x	8.5
O=c1cc(Cc2ccccc2)[nH]c(=S)[nH]1	14.4	98.0	98.0	99.0	13	95.0	100.0	2.7	97.0	13.7	-11.7
CCN1C(=O)N/C(=C/c2cc(C)n(Cc3ccccc3)c2C)C1=O	5.4	101.0	99.0	99.0	3	98.0	104.0	1.0	100.0	x	7.8
CCCn1c(SCC(=O)N2CCN(c3ccccc3)CC2)nc2ccccc2c1=O	2.6	90.0	90.0	90.0	12	92.0	87.0	0.5	90.0	-24.9	x
OCCCCNCc1cc(Br)ccc1OCc1ccccc1	1.3	98.0	101.0	103.0	11	110.0	99.0	1.3	96.0	x	7.0
COc1ccc(Cc2nc3ccc(S(N)(=O)=O)cc3[nH]2)cc1OC	1.5	104.0	104.0	102.0	13	106.0	105.0	0.4	99.0	x	11.6
Cc1c(C)c2ccc(OCc3ccc(C(=O)O)o3)c(C)c2oc1=O	2.6	95.0	97.0	91.0	9	97.0	91.0	0.4	90.0	-14.5	1.0
FC(F)Oc1ccc(NC(=S)NCc2nc3ccccc3[nH]2)cc1	6.1	99.0	97.0	96.0	11	96.0	96.0	-0.6	95.0	10.2	9.4

One compound at a time, as listed above. Screens in order: ABCG2 inh	Cdc42 wt	HRas wt GTP bind	Rab2A wt mod	Avidin fluor	Rab7 wt GTP bind	Rac1 wt GTP bind	ABCB1 block	Rac1 mut GTP	Pf gamet viab	Mcl1 Noxa PPI
CC(=O)Cc1nsc(NC(=O)c2ccc(-c3ccc(Cl)c(Cl)c3)o2)n1 is entered as -2.3	92.0	93.0	94.0	27	102.0	94.0	-1.0	91.0	1.4	19.9
O=C(CSc1ccc(-c2cccs2)nn1)N1CCCCC1 is entered as 6.0	103.0	102.0	100.0	12	100.0	106.0	0.7	99.0	-3.4	15.1
CCCn1c(SCC(=O)N2CCN(c3ccccc3)CC2)nc2ccccc2c1=O is entered as 2.6	90.0	90.0	90.0	12	92.0	87.0	0.5	90.0	-24.9	x

Reformatted: results already given
N#CC1=C(N)Oc2n[nH]c(-c3cccs3)c2C1c1ccsc1 (stereo not given)
  ABCG2 inh = -2.2
  Cdc42 wt = 101.0
  HRas wt GTP bind = 101.0
  Rab2A wt mod = 101.0
  Avidin fluor = 6
  Rab7 wt GTP bind = 103.0
  Rac1 wt GTP bind = 102.0
  ABCB1 block = -1.4
  Rac1 mut GTP = 99.0
  Pf gamet viab = x
  Mcl1 Noxa PPI = 8.5

O=c1cc(Cc2ccccc2)[nH]c(=S)[nH]1
  ABCG2 inh = 14.4
  Cdc42 wt = 98.0
  HRas wt GTP bind = 98.0
  Rab2A wt mod = 99.0
  Avidin fluor = 13
  Rab7 wt GTP bind = 95.0
  Rac1 wt GTP bind = 100.0
  ABCB1 block = 2.7
  Rac1 mut GTP = 97.0
  Pf gamet viab = 13.7
  Mcl1 Noxa PPI = -11.7

CCN1C(=O)N/C(=C/c2cc(C)n(Cc3ccccc3)c2C)C1=O
  ABCG2 inh = 5.4
  Cdc42 wt = 101.0
  HRas wt GTP bind = 99.0
  Rab2A wt mod = 99.0
  Avidin fluor = 3
  Rab7 wt GTP bind = 98.0
  Rac1 wt GTP bind = 104.0
  ABCB1 block = 1.0
  Rac1 mut GTP = 100.0
  Pf gamet viab = x
  Mcl1 Noxa PPI = 7.8

(next part)
SMILES	ABCG2 inh	Cdc42 wt	HRas wt GTP bind	Rab2A wt mod	Avidin fluor	Rab7 wt GTP bind	Rac1 wt GTP bind	ABCB1 block	Rac1 mut GTP	Pf gamet viab	Mcl1 Noxa PPI
CC1(C)CC(=O)C(C=Nc2ccc(C(=O)c3ccccc3)cc2N=CC2=C(O)CC(C)(C)CC2=O)=C(O)C1	14.8	95.0	94.0	93.0	11	92.0	97.0	8.2	95.0	-7.0	-17.1
CCCCNC(=O)N1CCN(c2ccccc2OC)CC1	7.1	100.0	96.0	98.0	8	96.0	99.0	2.7	97.0	-0.5	4.2
CCC(C)N(C(=O)Cn1nnc2ccccc21)C(C(=O)Nc1ccc(F)cc1)c1cccc(OC)c1 (stereo not given)	4.0	104.0	101.0	100.0	8	97.0	102.0	5.1	98.0	x	-20.3
CC(C)=C1C2CCC1C1C(=O)N(CCc3ccccc3)C(=O)C21 (stereo not given)	3.8	96.0	97.0	97.0	6	99.0	104.0	0.8	97.0	7.3	-6.3
O=C(C1CCN(S(=O)(=O)N2CCCC2)CC1)N1CCCCC1	-0.3	101.0	99.0	99.0	12	99.0	101.0	0.0	99.0	x	16.1
C/C(=N\NC(=O)C1COc2ccccc2O1)c1ccc(Cl)s1 (stereo not given)	10.0	99.0	98.0	96.0	17	98.0	102.0	0.6	95.0	-8.7	7.8
COc1ccccc1C1CC(c2ccc(NS(C)(=O)=O)cc2)=NN1C(=O)c1ccccc1 (stereo not given)	0.5	93.0	94.0	94.0	7	99.0	93.0	0.9	92.0	4.3	-7.9
N#Cc1cccc(C(c2nnnn2C2CCCC2)N2CCCCCC2)c1 (stereo not given)	26.5	100.0	98.0	100.0	7	96.0	101.0	4.3	97.0	x	-2.5
Cc1cccc(NC(=S)NNC(=O)c2ccc(O)cc2O)c1C	10.9	101.0	103.0	102.0	10	105.0	105.0	0.0	96.0	3.4	24.4
COc1cc(C(=O)OCCN2CCCCC2)ccc1O	0.4	97.0	99.0	96.0	36	99.0	95.0	0.1	92.0	x	13.4
CC(C)(C)NC(=O)Cn1c(SCC(=O)NCc2cccs2)nc2ccccc21	2.4	102.0	102.0	101.0	7	102.0	105.0	0.8	98.0	-9.1	-3.5
CCS(=O)(=O)Nc1cccc(C2=NN(C(C)=O)C(c3cccs3)C2)c1 (stereo not given)	9.3	95.0	98.0	99.0	10	102.0	96.0	1.4	94.0	-11.2	0.3
COc1cc(NC(=O)CN2c3cccc4cccc(c34)S2(=O)=O)cc(OC)c1OC	-2.6	105.0	101.0	98.0	12	100.0	105.0	0.5	99.0	x	3.4
O=C(/C=C1\NC2(CCCC2)Cc2ccccc21)C(=O)N/N=C/c1ccc(O)c(O)c1	-7.3	95.0	102.0	100.0	18	99.0	103.0	-0.9	101.0	-2.6	89.4*
Cc1cc(C)c(S(=O)(=O)N2CCC(C(N)=O)CC2)cc1C	1.4	104.0	102.0	99.0	10	99.0	110.0	0.1	101.0	x	0.9
COc1cccc(-c2csc(N3CCN(C(=O)Nc4ccc(Cl)cc4)CC3)n2)c1	8.2	94.0	97.0	96.0	11	97.0	101.0	-1.1	93.0	23.9	11.5
CCOC(=O)N1CCN(Cc2ccccc2F)CC1	4.8	97.0	94.0	94.0	13	93.0	91.0	1.0	93.0	x	x
Cc1ccccc1-n1nc(C)c2c(C(=O)NN)cc(-c3ccncc3)nc21	12.1	100.0	99.0	99.0	11	100.0	100.0	-0.1	101.0	-9.8	3.5
O=C1c2ccc(Oc3cccc([N+](=O)[O-])c3)cc2C(=O)N1c1ccccn1	3.4	93.0	97.0	96.0	9	104.0	96.0	0.4	94.0	x	-7.1
CCOC(=O)C1(CC2CCCCO2)CCN(C(=O)Nc2ccc(C(=O)OC)cc2)CC1 (stereo not given)	1.1	96.0	95.0	98.0	10	97.0	100.0	0.3	96.0	-4.7	-0.9

Compounds as they come (roughly 2.3% active in at least one column).
